KLK7 zymogen act = proKLK7 (human) activation, primary screen. AID 652039. hit rate 0.9% among 370,000. activation, % at 7 µM. P49862. purified proKLK7, EDANS-DABCYL substrate fluorescence; 100% is mature enzyme control, 0% vehicle;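 active = activation above the mean of all tested compounds plus 3 SD, computed per campaign excluding outliers beyond control limits, cut at about 13% in these data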
DDE Tn6 FP inh = DD(E)-Tn6 binding inhibition, primary FP screen | AID 720509 | Fibrin DD(E) TRITC-Tn6 fluorescence polarization displacement | hit rate 0.21% among 370,000 | inhibition, % at 8.3 µM | P02675;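 active = inhibition above a per-campaign cutoff: mean of compounds within control limits plus 3 SD, cut at about 15% in these data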;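 also: 0% = median of all compound wells on the plate and 100% = blocking peptide control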
Rev-erbA mod = modulates human Rev-erb alpha binding to DNA; activity, % at 10 µM; hit rate 0.79% among 370,000; Rev-erbα–FITC-DNA binding, fluorescence polarization, 90 min; P20393;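 active = activity above about 14%, limit read from the data; passing the limit was not always enough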;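 also: 0% = DMSO wells with 35 nM protein and 100% = DMSO wells with 750 nM protein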
sPLA2-III inh = Inhibits HGIII-sPLA2 liposome hydrolysis, primary screen; Q9NZ20; QFRET BODIPY PC-A2 liposome hydrolysis, fluorescence; inhibition, % at 12.2 µM; hit rate 0.56% among 370,000;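 active = inhibition above mean plus 3 SD of compounds lying within the high and low control bounds, cut at about 19% in these data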;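 also: 0% = median of test compound wells and 100% = no enzyme DMSO wells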
ASAP1 GAP inh = blocks human ASAP1-stimulated Arf1 GTP hydrolysis; Q9ULH1; GDP FP detection; inhibition, % at 16.5 µM; hit rate 0.19% among 360,000; in the data active = inhibition above about 25%;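 also: 0% = vehicle with enzyme and substrate and 100% = no enzyme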
PLCb3 inh = blocks human PLC-beta3 enzyme activity; Q01970; Purified PLC-beta3, fluorogenic substrate, fluorescence; inhibition, % at 12.2 µM; hit rate 0.18% among 370,000; AID 720704; in the data active = inhibition above about 11%;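 also: 0% = median of compound wells on plate and 100% = full blocker control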
PLC-gamma1 inh = blocks human PLC-gamma1 enzyme activity; hit rate 0.84% among 370,000; purified PLC-gamma1, fluorogenic substrate, fluorescence; inhibition, % at 12.2 µM; P19174; AID 720700; in the data active = inhibition above about 9.5%
DDE Tn7 FP inh = inhibitors of Tn7 peptide binding to human fibrin DD(E). P02675. FP displacement of FITC-Tn7 peptide from fibrin DD(E); 0% = median of compound wells per plate. inhibition, % at 8.3 µM. hit rate 0.13% among 370,000. AID 720508;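 active = inhibition above the mean of compounds falling within the control limits plus 3 SD of them, cut at about 14% in these data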;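 also: 0% = plate median of compound wells and 100% = 10 µM Aha-Tn7 peptide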
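Assay system: Human clot-derived fibrin DD(E) complex | Buffer or medium: Tris/NaCl/CaCl2 buffer, pH 7.8 | Repeats: One replicate per compound | Benchmarks: Aha-Tn7 high control | Measure: % inhibition scaled between sample-field median and high-control FP | Schedule: 10 min plus 3 h, room temperature | Signal: Fluorescence polarization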
UHRF1 MBD2 ctr = human UHRF1 methylated DNA binding inhibitors. Q96T88. UHRF1 binding to methylated oligo, TR-FRET. inhibition, % at 4.4 µM. hit rate 0.75% among 370,000; in the data active = inhibition above about 21%;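 also: UHRF1 SRA domain binding a hemimethylated CpG hairpin DNA probe; 0% = median of test compound wells and 100% = reference inhibitor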
Target sequence (Q96T88 whole entry, looked up, the tested form may be a part): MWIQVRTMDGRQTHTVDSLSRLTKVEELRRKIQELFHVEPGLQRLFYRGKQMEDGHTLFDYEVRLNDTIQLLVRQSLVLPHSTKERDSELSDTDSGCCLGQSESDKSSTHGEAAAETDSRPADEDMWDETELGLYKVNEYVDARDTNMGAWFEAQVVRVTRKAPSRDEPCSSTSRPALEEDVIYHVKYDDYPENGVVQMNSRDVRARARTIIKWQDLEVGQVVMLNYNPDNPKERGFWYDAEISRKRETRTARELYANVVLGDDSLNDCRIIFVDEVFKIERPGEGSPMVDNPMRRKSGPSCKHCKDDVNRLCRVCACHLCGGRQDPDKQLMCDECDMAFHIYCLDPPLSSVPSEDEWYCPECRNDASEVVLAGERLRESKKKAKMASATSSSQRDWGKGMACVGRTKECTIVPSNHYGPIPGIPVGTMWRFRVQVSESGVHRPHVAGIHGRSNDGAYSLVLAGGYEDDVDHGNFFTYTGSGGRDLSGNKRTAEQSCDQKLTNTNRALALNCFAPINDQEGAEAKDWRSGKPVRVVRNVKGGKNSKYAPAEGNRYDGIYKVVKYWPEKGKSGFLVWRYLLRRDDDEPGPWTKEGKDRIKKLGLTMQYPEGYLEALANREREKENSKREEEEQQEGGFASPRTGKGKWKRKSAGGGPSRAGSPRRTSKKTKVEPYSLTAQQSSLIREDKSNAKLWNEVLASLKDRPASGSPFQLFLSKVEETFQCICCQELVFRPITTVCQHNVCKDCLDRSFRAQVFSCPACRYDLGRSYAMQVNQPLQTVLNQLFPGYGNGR
ARFGAP1 inhibitor = inhibits rat ARF GTPase activating protein 1; Q62848; Arfgap1-stimulated ARF1 GTP hydrolysis, GDP FP detection; inhibition, % at 16.5 µM; hit rate 0.26% among 360,000;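 active = inhibition above a per-plate limit, mean inhibition of low control wells plus 3 SD, cut at about 25% in these data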;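 also: 0% = DMSO wells with enzyme and 100% = wells lacking Arfgap1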
Target sequence (Q62848 1-136 limits assumed): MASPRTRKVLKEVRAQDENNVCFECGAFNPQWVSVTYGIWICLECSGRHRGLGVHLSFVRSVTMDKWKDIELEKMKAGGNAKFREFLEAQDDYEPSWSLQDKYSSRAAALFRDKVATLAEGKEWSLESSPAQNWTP
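Material – truncated rat Arfgap1 GAP domain · Buffer or medium – HEPES-based buffer, pH 7.5 · Reagent – human ARF1(Δ1-17)-GTP substrate · Dosing – 16.5 µM single point, 1.26% DMSO · Schedule – GTP hydrolysis reaction 2 h at 25 °C · Technique – GDP detection by fluorescence polarization · Benchmarks – No-Arfgap1 wells (100%) versus DMSO full-reaction wells (0%) · Repeats – single replicate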
* marks the source's active call; other numbers are inactive results.

DDE Tn6 FP inh	UHRF1 MBD2 ctr	ASAP1 GAP inh	PLC-gamma1 inh	DDE Tn7 FP inh	sPLA2-III inh	PLCb3 inh	Rev-erbA mod	KLK7 zymogen act	ARFGAP1 inhibitor	Molecule
-14	0	5	-23	-2	20*	-30	2	1.1	12	CCCNC(=O)c1ccc2c(=O)c(O)c(-c3ccc(Cl)c([N+](=O)[O-])c3)[nH]c2c1
-1	54*	-16	-2	-2	-8	-4	3	-0.4	-2	COc1ccc(CCN2CCCC(CN(C)Cc3cc(Cl)c(O)c(OC)c3)C2)cc1 (centres undefined)
4	-3	9	2	1	0	-7	-2	0.7	2	CCOc1ccc(N(C)C(=O)CCc2nnc3ccc(N4CCCCC4)nn23)cc1
4	-1	-20	3	2	1	2	-2	-0.5	0	O=C(Nc1cccnc1)/C(N=Nc1ccc(Cl)c(C(F)(F)F)c1)=C(\O)c1ccccc1
-4	-3	-8	0	9	-5	-1	-1	0.5	-5	CCCN(c1ccc(OCC)cc1)S(=O)(=O)c1ccc2c(c1)CCN2C(=O)CCC(=O)O
2	1	0	1	-6	-4	2	-4	0.1	0	Cc1cc(C(C)(C)C)oc1C(=O)N(CC(=O)NC1CCCC1)Cc1ccccc1Cl
-6	-2	13	3	-3	3	-5	-8	0.3	3	CCN1CCN(C(=O)C2CCC(=O)N(CCCN3CCCC3=O)C2)CC1 (centres undefined)
8	-3	-3	-231	-8	-3	-285	0	7.2	-2	O=C1NC(c2ccc3c(c2)OCO3)Nc2ccccc21 (centres undefined)
-6	-1	5	-18	-1	-35	-38	10	-1.3	-1	COc1ccc(C2CC(c3ccccc3)=NN2C(=O)COC(=O)/C=C/c2ccc(O)c(OC)c2)cc1 (centres undefined)
-5	1	11	4	3	-21	3	2	-0.6	19	CCc1cccc2c(C(=O)CSc3nncn3-c3ccc(OC)cc3)c[nH]c12
-3	1	0	3	-2	2	1	-5	-0.3	5	O=C(NNC(=O)c1ccccc1Br)c1ccccc1Cl
11	-1	7	-1	7	0	-6	-6	-0.1	0	CCOc1ccc(C(=O)Nc2ccc(NC(=O)c3ccccc3)cc2)cc1Br
-9	-3	10	-1	-1	1	3	-1	0.3	0	Cc1ccc(/C=N/NC(=O)c2nn(C)cc2Cl)cc1
2	0	-3	1	4	17	-1	1	0.0	-4	COc1ccccc1/C=N/NC(=O)c1ccc(=O)n(C)c1
0	1	-2	3	-2	4	1	4	0.7	-7	CCN(C(=O)COC(=O)CCn1c(C)csc1=O)c1c(N)n(Cc2ccccc2)c(=O)[nH]c1=O
7	-2	1	6	2	-1	5	1	-1.1	8	CC(=O)Cn1ncc(N2CCCCC2)c(Cl)c1=O
0	-3	-16	-1	2	10	0	-2	0.6	-5	CC1(C)C2C(Cl)(Cl)C2(C)c2ccccc2N1C=O (centres undefined)
5	-1	6	2	-2	-1	3	3	-0.5	12	O=C(CCC(NC(=O)OCc1ccccc1)C(=O)OCC(=O)N1CCCCC1)OCC(=O)N1CCCCC1 (centres undefined)
7	-1	0	-7	3	2	-9	-5	-0.1	-3	CCCCS(=O)(=O)N1CCCc2nc(-c3ccc(F)cc3)ccc21
-6	15	9	3	7	-5	-1	-1	0.1	4	O=C(NC(=S)Nc1cccc(CO)c1)c1ccc(-c2ccccc2)cc1
2	0	-9	-3	-1	8	-5	5	0.1	-3	Cc1cc(=O)oc2cc(OCC(=O)NCCN3CCOCC3)c(Cl)cc12
1	3	-11	-1	3	1	-12	8	-0.1	10	O=C(Nc1ccc(-c2cscn2)cc1)C1CCCN(Cc2ccc(CO)o2)C1 (centres undefined)
1	-1	-5	-33	4	1	-42	1	0.7	10	CCO/N=C(/C)c1c(O)c(C)c(-c2ccccc2)n(-c2ccccc2)c1=O
-3	0	12	-3	5	2	2	5	0.9	-15	CCOc1ccc(Nc2ccc(S(=O)(=O)N3CCOCC3)cc2[N+](=O)[O-])cc1
-6	2	7	7	-3	4	3	0	-0.1	1	Cc1noc(N)c1C1(O)C(=O)N(C(C)C)c2ccccc21 (centres undefined)
13	-3	-15	-4	1	2	-5	-2	-1.0	7	O=C(NC1CC1)C1=C[C@H](C2CCCCC2)C[C@H](OCCCCO)O1
0	-1	3	1	8	-9	-3	2	-0.1	11	Cc1cccc(NC(=O)CS(=O)CC(=O)Nc2cnc3ccccc3c2)c1C (centres undefined)
2	-4	-5	-1	-1	-14	-4	-1	0.6	-5	CCOc1ccc(-c2c(C(=O)N/N=C(\C)c3ccncc3)nnn2-c2nonc2N)cc1
10	-3	0	9	-1	9	3	6	-0.2	1	COC(=O)C(C)Sc1n[nH]c(=S)s1 (centres undefined)
-3	-1	4	-52	2	6	-78	0	-1.2	3	CCS(=O)(=O)Nc1cccc(-c2nc3cccnc3s2)c1
-1	2	-3	-5	-8	5	-15	-1	-1.0	1	CSc1ccc(-c2nc(CSCC(=O)NCCCN3CCCC3=O)c(C)o2)cc1
-4	0	0	-52	10	10	-78	-7	0.3	1	O=C1C(C=NCCCN2CCCC2=O)=C(O)c2ccccc21
5	0	11	2	1	-2	0	7	0.1	-6	COc1cccc(CNS(=O)(=O)c2ccc3c(c2)CC(C)N3C(C)=O)c1 (centres undefined)
8	4	7	4	-6	3	-4	-4	-0.2	13	O=C(NCCc1ccccc1)C1CCCN(C(=O)Nc2ccc(F)cc2)C1 (centres undefined)
-5	-1	0	2	4	-1	3	-1	-0.9	-3	CCSc1nc(=S)n(CC)c(C)c1C(C)=O
-3	-3	19	2	-3	5	-6	5	0.5	5	CC1CCN(C(=O)CN2C(=O)NC3(CCCc4ccccc43)C2=O)CC1 (centres undefined)
7	-1	3	-2	8	-8	-6	0	-0.4	-1	COc1ccc(C2=NCC(CSc3nccc(=O)[nH]3)S2)cc1 (centres undefined)
9	-1	10	-8	-5	6	-23	-7	1.5	1	CCn1cc(C(=O)N[C@@H](CCSC)C(=O)NCCCN2CCOCC2)c(=O)c2cc3c(cc21)OCO3
5	-2	8	2	-5	5	1	0	0.0	-3	Cc1ccc(S(=O)(=O)NC(=NC(C)C)c2ccccc2)cc1
1	1	-4	-74	11	-7	-130	-6	-1.1	0	O=C(O)c1ccccc1NC1CCCCC1NS(=O)(=O)c1ccccc1 (centres undefined)

Three compounds out of the list above, ordered by the number in DDE Tn7 FP inh, lowest first.
compound	DDE Tn7 FP inh
O=C(NCCc1ccccc1)C1CCCN(C(=O)Nc2ccc(F)cc2)C1 (centres undefined)	-6
CCn1cc(C(=O)N[C@@H](CCSC)C(=O)NCCCN2CCOCC2)c(=O)c2cc3c(cc21)OCO3	-5
CC1CCN(C(=O)CN2C(=O)NC3(CCCc4ccccc43)C2=O)CC1 (centres undefined)	-3

Further entries.
DDE Tn6 FP inh	UHRF1 MBD2 ctr	ASAP1 GAP inh	PLC-gamma1 inh	DDE Tn7 FP inh	sPLA2-III inh	PLCb3 inh	Rev-erbA mod	KLK7 zymogen act	ARFGAP1 inhibitor	Molecule
-5	4	-7	0	5	1	1	3	-0.8	-7	C[C@@H]1CN([C@H](C)CO)C(=O)c2cc(Br)cnc2O[C@H]1CN(C)C(=O)c1ccc(F)cc1
9	-6	1	-2	1	1	-13	-4	-0.1	-6	CCOc1ccc(C2/C(=C(\O)c3ccc4c(c3)OCCO4)C(=O)C(=O)N2Cc2cccnc2)cc1OCC (centres undefined)
-4	3	8	-7	0	8	-14	15	-0.2	-4	COc1ccccc1-c1nc(C#N)c(N2CC(C)CC(C)C2)o1 (centres undefined)
-3	-1	7	1	7	-5	-3	0	0.5	-4	O=C(Nc1cccc(S(=O)(=O)N2CCCC2)c1)c1ccc2ccccc2n1
-5	-4	10	-2	1	0	-3	1	-0.1	-3	Cc1ccc(SCC(=O)NN=C2CCN(C)CC2)cc1
-1	-4	2	7	-3	-4	3	0	-0.4	11	O=C1CSC2(CCCCC2)N1CCO
6	-2	10	0	-1	8	-6	-2	0.4	-13	O=C(c1ccccn1)N1CCCC(N2CCN(c3ccc(F)cc3)CC2)C1 (centres undefined)
-3	3	0	6	-1	8	-13	0	-0.4	-2	Cc1ccc(C(=O)CC(C(=O)O)n2cncn2)cc1 (centres undefined)
-13	1	1	2	2	-1	-1	2	1.1	3	CCCCn1c(SCC(=O)NCc2ccco2)nc2c(sc3ccccc32)c1=O
-4	0	3	0	1	-4	4	-5	-0.6	-6	O=c1cc(Nc2cccc(Br)c2)[nH]c(=O)[nH]1
-4	4	-13	0	0	6	2	-2	-0.1	-3	COc1cc(NC(=O)Cn2c(C)cc3ccccc3c2=O)cc(OC)c1OC
5	3	-3	1	-1	9	-5	2	0.3	-4	Clc1cccc(CN2CCCCCC2)c1Cl
-2	0	5	-7	3	-4	-10	0	11	11	CC(C)c1ccc(NC(=O)C(c2ccccc2)N2CC(=O)Nc3ccccc32)cc1 (centres undefined)
-9	-1	-6	3	4	6	6	0	1.1	14	Brc1ccc2c(c1)OCCOCCOCCOCCOCCOCCO2

Limited to UHRF1 MBD2 ctr and sPLA2-III inh, for some of the entries so far:
structure	UHRF1 MBD2 ctr	sPLA2-III inh
Clc1cccc(CN2CCCCCC2)c1Cl	3	9
CC(C)c1ccc(NC(=O)C(c2ccccc2)N2CC(=O)Nc3ccccc32)cc1 (centres undefined)	0	-4
Brc1ccc2c(c1)OCCOCCOCCOCCOCCOCCO2	-1	6
COc1cc(NC(=O)Cn2c(C)cc3ccccc3c2=O)cc(OC)c1OC	4	6

High-throughput results deposited in PubChem by several laboratories.
